# Screens deposited in PubChem by several laboratories.
# bovine MsrA act: bovine MsrA enzyme activators, primary screen, biochemical, absorbance, HTS. activation, % at 10.6 µM. purified bovine MsrA, absorbance read-out. hit rate 0.3% among 360,000; in the data active = activation above about 7.5%;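 note: 0% = vehicle and 100% = reference activator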
# MLLE-PAM2 inh: inhibitors of PABP1 MLLE–PAM2 peptide binding, primary screen, biochemical, fluorescence polarization, FITC-PAM2, GST-MLLE; Polyadenylate-binding protein 1 (Homo sapiens), P11940; inhibition, % at 20 µM; hit rate 0.36% among 360,000; in the data active = inhibition above about 35%, passing the limit was not always enough;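 note: plate controls were DMSO wells with GST-MLLE for no effect and wells lacking GST-MLLE protein for full effect; some results filed as inactive read as strong as hits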
# Target sequence (P11940 whole entry, looked up): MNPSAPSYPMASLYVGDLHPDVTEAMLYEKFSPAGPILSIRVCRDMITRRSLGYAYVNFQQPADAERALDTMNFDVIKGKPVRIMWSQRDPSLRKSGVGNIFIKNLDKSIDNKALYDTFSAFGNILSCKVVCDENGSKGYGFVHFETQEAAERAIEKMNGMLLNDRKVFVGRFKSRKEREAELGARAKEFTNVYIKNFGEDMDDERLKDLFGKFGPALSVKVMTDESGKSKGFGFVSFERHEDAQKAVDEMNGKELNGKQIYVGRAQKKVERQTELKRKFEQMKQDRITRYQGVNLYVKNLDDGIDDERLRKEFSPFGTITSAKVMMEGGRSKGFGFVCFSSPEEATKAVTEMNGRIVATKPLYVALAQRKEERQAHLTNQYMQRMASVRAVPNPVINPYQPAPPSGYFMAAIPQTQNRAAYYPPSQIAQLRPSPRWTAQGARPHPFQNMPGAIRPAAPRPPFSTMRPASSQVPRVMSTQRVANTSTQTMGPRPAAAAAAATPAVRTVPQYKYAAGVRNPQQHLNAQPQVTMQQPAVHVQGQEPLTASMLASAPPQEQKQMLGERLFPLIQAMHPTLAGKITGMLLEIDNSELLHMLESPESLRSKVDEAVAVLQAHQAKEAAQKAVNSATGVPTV
# FAS TE block: FAS thioesterase domain inhibitors, primary screen, biochemical, fluorescence intensity, uHTS. recombinant FAS-TE, OMFH fluorogenic substrate, fluorescence endpoint. AID 602261, 2012. inhibition, % at 15 µM. hit rate 0.67% among 360,000. Fatty acid synthase (Homo sapiens), P49327;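 active = compounds whose normalised, plate-corrected inhibition of enzyme fluorescence in the single-dose primary screen is 50% or more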;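 note: 0% = DMSO with enzyme and 100% = substrate without enzyme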
# TbMetRS inhib: T. brucei MetRS inhibitors, primary screen, biochemical, luminescence. AID 624268, 2012. inhibition, % at 11.9 µM. hit rate 0.4% among 360,000. methionyl-tRNA synthetase (Trypanosoma brucei brucei). purified T. brucei MetRS, ATP depletion, Kinase-Glo luminescence;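 active = inhibition above a per-plate cutoff of the control wells' mean inhibition plus 3 SD, cut at about 5.5% in these data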;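 note: 0% = DMSO wells median and 100% = median of wells with control inhibitor compound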
#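 Material: parasite MetRS enzyme / Replication: singlicate, one well per compound / Signal: luminescence of leftover ATP / Schedule: 2 h aminoacylation at 25 °C after 15 min preincubation / Medium: HEPES-MgCl2-KCl buffer plus DTT, spermine, BSA, pyrophosphatase / Doses: 11.9 µM single point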
# MsrA inh: bovine MsrA enzyme inhibitors, primary screen, biochemical, absorbance, HTS; purified bovine MsrA, absorbance read-out; hit rate 0.75% among 360,000; AID 651718, 2012; Methionine sulfoxide reductase A (Bos taurus); inhibition, % at 15.5 µM; in the data active = inhibition above about 4.5%;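 note: 0% = vehicle wells with enzyme and 100% = reference inhibitor wells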
# E coli Lon inh: inhibitors of E. coli Lon protease, primary screen, biochemical, fluorescence polarization; inhibition, % at 7.94 µM; P0A9M0; hit rate 0.42% among 360,000; purified E. coli Lon protease; in the data active = inhibition above about 13%, passing the limit was not always enough;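 note: 0% = enzyme with probe and DMSO and 100% = no enzyme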
# CendR NRP1 mod: modulators of CendR peptide binding to NRP-1, primary screen, biochemical, fluorescence polarization, uHTS; FAM-RPARPAR peptide binding to NRP-1; inhibition, % at 25 µM; hit rate 0.85% among 360,000; AID 602438, 2012;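 active = inhibition or corrected inhibition above about 18%, plus a signal ratio from 0.5 to 1.5, limit read from the data, passing the limit was not always enough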; note: strong numbers were not always called active
# MT1-MMP act inh: blockers of MT1-MMP proenzyme processing, primary screen, HT1080 RFP-PRO-GFP cells, GFP/RFP fluorescence; Matrix metalloproteinase-14 (Homo sapiens), P50281; GFP/RFP ratio fluorescence, overnight; percent of plate control window, DMSO zero; GFP/RFP ratio change, % at 20 µM; hit rate 0.061% among 360,000;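 active = GFP/RFP ratio change of at least 30% with cell ATP level not reduced by more than half and red fluorescence within 50% of control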; note: strong numbers were not always called active
#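 Assay system: RFP-PRO-GFP reporter HT1080 cells; read-out basis: GFP/RFP fluorescence ratio; benchmarks: DMSO wells and RFP-L50D-GFP cells; doses: 20 µM single dose, 1% DMSO; schedule: overnight cell settling, then overnight compound exposure, 37 °C, 5% CO2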
# SKN-1 inh: suppressors of acrylamide-induced Pgst-4::GFP reporter in worms, primary screen, SKN-1 inhibitor project, whole organism, uHTS, GFP/RFP fluorescence ratio, strain VP596; C. elegans VP596 Pgst-4::GFP/RFP ratio, 24 h; inhibition, % at 21.8 µM; hit rate 0.49% among 360,000;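 active = interference check ratio from 0.5 to 1.5 plus GFP to RFP signal ratio inhibition reaching or exceeding a fixed threshold, cut at about 30% in these data, passing the limit was not always enough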; note: some compounds called inactive have numbers as strong as hits
# The depositor's hits bear a star; x = not tested or not shown.
SMILES,bovine MsrA act,MLLE-PAM2 inh,FAS TE block,TbMetRS inhib,MsrA inh,E coli Lon inh,CendR NRP1 mod,MT1-MMP act inh,SKN-1 inh
Cc1cccc(C(C)(C)C)c1OCCCCN1CCCC1,-2,3,-10,-0.2,-0.8,-6,5,7,5
Cc1cc(C)n(-c2nc3ccccc3nc2N2CCN(S(=O)(=O)c3ccc4ccccc4c3)CC2)n1,-2,1,67*,-0.3,0.8,-4,-6,-24,12
CN(C)CCn1c2c(c(SCC(=O)NCc3ccccc3)nc1=O)CCC2,-2,-10,-7,0.2,0.6,-8,-169,3,1
COc1ccccc1CNc1cc(CSc2ccc(Cl)cc2)nc(C)n1,1,0,19,-1.4,-0.3,-10,3,-5,7
Cc1ccccc1-c1nn(-c2ccc(F)cc2F)cc1CNCCN(C)C,-3,9,-2,0.3,-1.0,2,-9,5,-10
Cc1ccc(C(=O)C(C)OC(=O)c2nc(Cl)ccc2Cl)cc1 (stereo unspecified),-10,1,9,-0.2,-1.4,1,6,1,-19
O=C1c2ccccc2C(=O)N1CCSc1ccccc1,-8,31,10,-0.8,x,0,0,6,-7
COc1ccc(N(C(=O)Cc2cccs2)C(C(=O)NC2CCCC2)c2ccncc2)cc1OC (stereo unspecified),-4,4,-5,0.0,-0.5,7,15,3,5
C/C(CC(=O)Nc1ccc(Cl)cn1)=N\NC(=O)Cc1cccs1,-1,3,-6,0.2,-1.0,6,0,6,-7
COCc1c(C(=O)N/N=C\c2ccccn2)nnn1-c1nonc1N,-2,6,-7,-0.3,3.9,3,-13,0,-6
Cn1c(=O)c2c(=O)cc(NNC(=O)C(C)(C)C)[nH]c2n(C)c1=O,4,1,-2,-0.1,-0.3,2,-6,0,7
CCO/C=C1/C(=O)N(C)C(=O)c2cc(OC)ccc21,-2,-35,-24,-0.8,-1.4,-1,-84,-20,-1

# Record cards, as listed above.
# Cc1cc(C)n(-c2nc3ccccc3nc2N2CCN(S(=O)(=O)c3ccc4ccccc4c3)CC2)n1 is listed as bovine MsrA act = -2; MLLE-PAM2 inh = 1; FAS TE block = 67*; TbMetRS inhib = -0.3; MsrA inh = 0.8; E coli Lon inh = -4; CendR NRP1 mod = -6; MT1-MMP act inh = -24; SKN-1 inh = 12
# Cc1cccc(C(C)(C)C)c1OCCCCN1CCCC1 is listed as bovine MsrA act = -2; MLLE-PAM2 inh = 3; FAS TE block = -10; TbMetRS inhib = -0.2; MsrA inh = -0.8; E coli Lon inh = -6; CendR NRP1 mod = 5; MT1-MMP act inh = 7; SKN-1 inh = 5

# Continued.
SMILES,bovine MsrA act,MLLE-PAM2 inh,FAS TE block,TbMetRS inhib,MsrA inh,E coli Lon inh,CendR NRP1 mod,MT1-MMP act inh,SKN-1 inh
Cc1ccc2c(c1)[nH]c1c(=O)n(CCN3CCNCC3)cnc12,0,-15,-8,-0.6,1.4,-2,-13,6,-7
Cc1ccc2[nH]cc(CCNC(=O)C3CCCO3)c2c1 (stereo unspecified),2,-4,-6,0.8,-1.2,-11,13,0,8
O=C1CC2(CCCC2)CC(=O)N1CCCCN1CCN(c2ncccn2)CC1,-13,3,-5,-2.1,1.5,-4,-11,x,-8
Cc1nc2c3cc(F)ccc3n(Cc3ccccc3)c2s1,0,-1,24,1.0,-0.6,5,-12,1,5
COCc1nc2ccccc2n1CCOc1ccccc1OC,0,-6,-2,-0.3,1.5,0,2,1,-12
N#Cc1cnc(Oc2ccc(Cl)cc2)nc1N,0,-5,-5,1.0,-0.1,-7,9,0,-3
NC(=O)c1ccc(NC(=O)COC(=O)c2ccc3ccccc3n2)cc1,-2,-3,-7,-0.1,1.2,11,-19,-4,6
CCCCN(CCO)c1ncnc2sc(-c3ccccc3)cc12,-12,11,9,-2.4,1.4,12,2,1,-16
COc1ccc(C(C(=O)NC2CCCC2)n2c(-c3cccs3)nc3ccccc32)cc1 (stereo unspecified),x,x,x,0.1,-0.4,x,9,6,5
CC(C)CN1CC(COCc2ccccc2)Oc2ccccc2S1(=O)=O (stereo unspecified),-3,1,25,-0.5,-0.2,4,-10,1,4
C#CCOCCOCCOCCNc1nc(N2CCN(C(=O)C([C@@H](C)O)n3cc([C@@H](N)CCCCN)nn3)CC2)nc(N2CCN(C(=O)[C@H](CCCCN)n3cc(CN)nn3)CC2)n1 (stereo partly specified),0,0,-5,-0.3,x,-7,13,2,16
O=C1CNC(=S)N1Cc1cccc(Cl)c1,-2,-10,5,0.8,0.5,0,0,-16,8
CC(C)c1nnc(NC(=O)CCC(=O)N2CCN(c3ccc(Cl)cc3)CC2)s1,1,-4,-3,0.1,-1.0,-9,3,-3,-5
COc1cccc(CNn2cnnc2)c1OCc1ccc(F)cc1,-2,-3,-5,-0.4,-0.3,-9,-2,-3,-4
CCCCCC/C(C)=C1/SC(=S)NC1=O,-13,-44,30,-1.8,2.6,-36,-125,-49,5
CC(C)c1cc(NC(=O)CSc2nnc(-c3ccccc3F)n2C)on1,-4,-7,-4,-0.5,-1.3,12,-2,-6,-2
CCOC(=O)c1ccc(N=C2SC(C(=O)Nc3ccc(C(=O)O)cc3)CC(=O)N2Cc2cccs2)cc1 (stereo unspecified),-2,12,-2,0.7,-0.1,7,1,-8,7
COCCN(C(=O)c1ccc(-c2ccc(Cl)cc2)o1)c1c(N)n(Cc2ccccc2)c(=O)[nH]c1=O,-5,-5,8,-0.2,0.0,-9,-9,-3,5
Cc1cc(-c2nnc(SCC(=O)Nc3nccs3)o2)no1,-7,12,-8,-0.8,2.9,4,2,4,4
N#CC1=C(Nc2ccccc2Cl)SC(c2ccncc2)NC1=O (stereo unspecified),-4,16,-1,-0.3,-0.4,1,-3,2,53
CCCOc1cc(CC(=O)NCc2ccco2)ccc1OC,-9,10,-7,-1.7,0.9,1,13,-2,-5
c1cc2c(cc1-n1cnnn1)OCO2,-4,7,-3,0.1,-0.2,-2,4,1,-12
O=C1CCC2(C(=O)O)Sc3ccccc3N12 (stereo unspecified),-3,22,-8,-1.0,-0.5,-1,-24,1,-14
NC(=O)CSc1nnc(-c2ccc(S(=O)(=O)N3CCCC3)cc2)o1,2,-109,-4,-0.3,-0.7,-5,-8,0,-11
Nn1c(SCC(=O)NCC2CCCO2)nnc1-c1ccc(OC(F)F)cc1 (stereo unspecified),-10,-29,-6,-0.7,-0.9,-1,-10,2,6
CCNC(=O)n1cc(-n2cncn2)c(-c2ccccc2)n1,-9,-6,-11,-1.9,1.4,2,8,8,-11
CCOC(=O)CC(NC(=O)CCc1c(C)nc2ncnn2c1C)c1ccc(C)cc1 (stereo unspecified),-3,2,-9,-0.6,0.6,-2,11,0,4
C/C(=N\Nc1ccc([N+](=O)[O-])cc1)c1ccc(O)cc1,-6,-122,2,-0.3,2.2,-82,-129,-8,23
Cc1ccc(CC2C(=O)N(c3ccc(F)cc3)C(=O)C2C)cc1 (stereo unspecified),-3,-5,4,-0.6,0.1,1,4,2,-2
Cc1cc(C)nc(-n2nc(C)c(C3(O)C(=O)Nc4ccccc43)c2N)n1 (stereo unspecified),-1,-8,-6,-0.6,0.0,-7,-4,-3,4
Cc1ccc(S(=O)(=O)N2[C@H](CC(=O)c3ccc(Cl)c(Cl)c3)OC[C@@H]2C)cc1,x,x,x,-0.4,0.5,x,1,5,1
CC1CCC(NC(=O)C(=O)Nc2ccc3c(c2)OCO3)CC1 (stereo unspecified),-2,8,0,-0.4,1.9,2,-6,0,10
O=C(CSc1nnc(-c2cccnc2)n1C1CCCCC1)NC1CCCC1,-3,4,-10,-1.0,0.4,-6,-2,8,-2
O=C(NCc1cccc(Cl)c1)c1ccc(-c2cccnc2)c2ccoc12,2,-9,12,0.0,-0.4,-2,1,6,-6
COc1ccc(S(=O)(=O)N2CCCC(C(=O)NCCN3CCOCC3)C2)cc1C (stereo unspecified),-3,14,-2,-0.5,0.3,1,2,0,12
O=c1oc2ccccc2n1CSC1=NCCS1,-8,34,10,-0.7,-0.2,-5,5,3,-7
O=C(CN1CCN(Cc2ccccc2)CC1)N1CCCCCC1,-5,13,-1,-0.7,0.2,5,-12,2,2
CC1C(=O)N(Cc2ccccc2)c2ccccc2N1C(=O)c1ccccc1 (stereo unspecified),-1,11,9,-0.3,0.5,1,2,-7,21
CCOC(=O)C1CCCN(CC(=O)Nc2c(C(=O)OC)[nH]c3ccc(Br)cc23)C1 (stereo unspecified),0,-14,27,0.1,-0.5,11,5,1,17
Cc1nn(-c2ccccc2)cc1C(=S)Nc1ccccc1,-3,15,9,-0.3,-0.2,3,-11,2,22
COc1ccc(C2CN=NC23CCc2ccccc2C3=O)cc1 (stereo unspecified),2,5,17,-0.6,-0.9,7,15,-5,1
CCCCn1c(SCC(=O)NC2CC(C)(C)NC(C)(C)C2)nc2cc(S(N)(=O)=O)ccc21,-7,-10,-5,-0.5,-0.2,1,8,-1,2
Cc1cc(C)c2nc(NC(=O)CN3C(=O)NC4(CCCC4)C3=O)sc2c1,0,3,2,0.0,-0.1,-2,-1,-5,13
O=C(NCCOc1ccccc1)N1[C@H]2CC[C@@H]1C=C(c1ccc(F)cc1OCc1ccccc1)C2,-1,-15,22,-0.8,0.2,8,5,-16,-2
CN(CC(=O)Nc1ccccc1Br)C(=O)CCc1nc2ccccc2c(=O)[nH]1,-1,8,-4,-0.1,-0.1,-6,11,-7,-11
Cc1nc2sc(C(c3ccc(Cl)cc3)N3CCN(CCO)CC3)c(O)n2n1 (stereo unspecified),-1,7,-5,0.5,0.1,7,-12,0,-10
O=C(NCc1cccc(C(F)(F)F)c1)N1CCN(C(=O)c2ccccc2)CC1,-1,-2,-1,0.2,-1.6,0,15,1,1
Cc1oc(-c2ccc(Cl)cc2)nc1CS(=O)CC(=O)NCCCN1CCCC(C)C1 (stereo unspecified),-5,10,0,-0.7,0.5,-12,-4,0,-7
Cc1ccc(S(=O)(=O)Nc2cccc(CP(=O)(c3ccccc3)c3ccccc3)c2)cc1,-2,12,-4,0.5,-0.7,2,-3,-7,6
C/C(=N\Nc1ccc(S(=O)(=O)Nc2ccccc2)cc1[N+](=O)[O-])c1ccc(N2CCOCC2)cc1,-6,-4,28,-0.7,1.2,1,7,2,-17
CCc1ccc(C(C)NC(=O)c2cccs2)cc1 (stereo unspecified),-13,1,2,-1.2,-0.6,4,5,7,-13
CCOc1ccc(NS(=O)(=O)c2cccc(C(=O)N3CCN(C/C=C/c4ccccc4)CC3)c2)cc1,-1,8,21,-0.2,-0.4,1,0,-7,17
COc1ccccc1C(=O)Nc1ccnn1C1CCN(C(=O)c2ccoc2)CC1,-4,-27,-9,0.4,0.1,-8,3,-7,10
NC(=O)C[C@@H]1N[C@]2(C(=O)Nc3ccccc32)[C@@H]2C(=O)N(c3cc(C(F)(F)F)ccc3Cl)C(=O)[C@H]12,1,-6,-4,-0.3,1.4,-3,-4,-3,5
